CCHF vOTU inh: CCHFV vOTU protease inhibitors, primary screen, biochemical, Pep-AMC substrate, fluorescence. inhibition, % at 11.5 µM. Crimean-Congo hemorrhagic fever virus L polyprotein viral ovarian tumor (vOTU) protease …. 370,000 tested, 0.55% active. AID 651958, 2012; in the data active = inhibition above about 30%; also: 0% = vehicle wells with enzyme and 100% = no enzyme wells
PfHsp40 rescue: rescue of yeast from PfHsp40 toxicity, primary screen, S. cerevisiae, ATP luminescence. growth rescue, % at 12.5 µM. 340,000 tested, 0.68% active. S. cerevisiae expressing PfHsp40, growth rescue; in the data active = growth rescue above about 28%, passing the limit was not always enough;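 also: yeast W303a lacking pdr1 and pdr3 grown in galactose medium; growth measured after three days at 30 °C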
FadD28 binding: inhibitors of FadD28 bisubstrate probe binding, primary screen, biochemical, fluorescence polarization, single point | 360,000 tested, 0.22% active | inhibition, % at 12.5 µM | Mycobacterium tuberculosis FadD28 fatty-acid-AMP ligase; in the data active = inhibition above about 8.5%, passing the limit was not always enough
Anthrax LF prot: Bacillus anthracis LF protease inhibitors, primary screen, biochemical, multiplex microsphere, MLPCN library; multiplex microsphere protease cleavage assay; inhibition, % at 10 µM; AID 588501, 2011; 360,000 tested, 0.12% active; Lethal factor (Bacillus anthracis), P15917; also: plate controls were buffer without enzyme for full effect and enzyme alone for no effect
Target sequence (P15917 whole entry, looked up): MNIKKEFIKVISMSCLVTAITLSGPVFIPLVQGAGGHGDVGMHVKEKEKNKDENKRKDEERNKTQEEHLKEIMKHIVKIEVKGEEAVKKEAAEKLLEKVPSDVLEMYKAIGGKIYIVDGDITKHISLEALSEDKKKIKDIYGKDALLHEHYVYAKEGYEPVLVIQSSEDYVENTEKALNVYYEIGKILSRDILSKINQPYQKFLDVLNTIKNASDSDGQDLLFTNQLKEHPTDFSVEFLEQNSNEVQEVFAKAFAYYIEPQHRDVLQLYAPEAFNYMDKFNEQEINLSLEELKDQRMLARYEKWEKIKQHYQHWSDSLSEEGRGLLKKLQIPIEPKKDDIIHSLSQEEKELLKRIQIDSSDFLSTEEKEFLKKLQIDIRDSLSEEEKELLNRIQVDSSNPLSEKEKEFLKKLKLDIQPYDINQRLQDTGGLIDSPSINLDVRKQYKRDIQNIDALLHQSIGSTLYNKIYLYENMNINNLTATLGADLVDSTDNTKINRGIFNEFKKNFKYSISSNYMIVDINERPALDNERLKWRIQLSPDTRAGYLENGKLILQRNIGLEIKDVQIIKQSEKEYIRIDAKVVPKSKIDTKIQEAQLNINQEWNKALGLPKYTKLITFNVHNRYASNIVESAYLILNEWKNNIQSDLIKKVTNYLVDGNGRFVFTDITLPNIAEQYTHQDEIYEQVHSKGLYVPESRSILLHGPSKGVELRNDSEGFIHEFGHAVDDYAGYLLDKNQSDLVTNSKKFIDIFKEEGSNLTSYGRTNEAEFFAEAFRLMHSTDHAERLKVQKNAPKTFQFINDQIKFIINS
BoNT A protease: BoNT/A light chain protease inhibitors, primary screen, biochemical, flow cytometry, MLPCN library; 360,000 tested, 0.17% active; inhibition, % at 10 µM; multiplex microsphere protease substrate cleavage; AID 588499, 2011; also: plate controls were buffer without enzyme for full effect and enzyme alone for no effect
Yp Topo-I inh: Yersinia pestis topoisomerase I inhibitors, primary screen, biochemical, cleavage product accumulation, plate reader, single point; AID 504884, 2011; DNA topoisomerase I (Yersinia pestis CO92); Y. pestis Topo-I cleavage product accumulation; 360,000 tested, 0.064% active; activity, % at 10 µM; in the data active = activity above about 50%, passing the limit was not always enough; also: inactives centre near 2
PrPC surface inh: inhibitors of human cell surface prion protein PrPC, primary screen, cell-based, TR-FRET; Major prion protein (Homo sapiens), P04156; TR-FRET read-out; inhibition, % at 13.8 µM; 370,000 tested, 0.43% active; AID 720596, 2013; in the data active = inhibition above about 24%; also: 0% = median of the test wells and 100% = reference compound wells
BoNT F protease: BoNT/F light chain protease inhibitors, primary screen, biochemical, flow cytometry, MLPCN library; 360,000 tested, 0.22% active; inhibition, % at 10 µM; AID 588497, 2011; Multiplex microsphere protease cleavage assay; Botulinum neurotoxin type F light chain protease (Clostridium botulinum); in the data active = inhibition above about 35%, passing the limit was not always enough; also: plate controls were buffer without enzyme for full effect and enzyme alone for no effect
TcdB GH inh: TcdB glycohydrolase inhibitors, primary screen, biochemical, single point, plate reader. Toxin B (Clostridioides difficile), P18177. TcdB glycohydrolase enzymatic assay. inhibition, % at 9.99 µM. 350,000 tested, 0.24% active. AID 652162, 2013; in the data active = inhibition above about 10%
* = called active by the depositor. Rule as the data show it, unless noted: active = inhibition above about 30%; inconclusive = no clear call, values can overlap the other calls; inactive = below that. This is a random part of the collection. Share with any hit: about 2.3%.

Results for COc1ccc(C2N=C(N)N=C(N)N2c2ccc(C)cc2)cc1 (stereo not given) ?
CCHF vOTU inh: 8; PfHsp40 rescue: 0.6; FadD28 binding: 0.6; Anthrax LF prot: -2; BoNT A protease: 0.0; Yp Topo-I inh: 5; PrPC surface inh: -9; BoNT F protease: 8

How did CCOc1ccc(NS(=O)(=O)c2ccc(-c3coc(C)n3)cc2)cc1 do in these assays?
CCHF vOTU inh: 3; PfHsp40 rescue: -0.1; FadD28 binding: -3.2; Anthrax LF prot: 0; BoNT A protease: -0.4; Yp Topo-I inh: 5; PrPC surface inh: 9; BoNT F protease: 0; TcdB GH inh: 2.5

Results for COc1ccccc1CCn1c(N)cc(=O)[nH]c1=O ?
CCHF vOTU inh: -16; PfHsp40 rescue: -0.5; FadD28 binding: -2.4; Anthrax LF prot: 2; BoNT A protease: -1.6; Yp Topo-I inh: 2; PrPC surface inh: -3; BoNT F protease: -2; TcdB GH inh: 0.4

What do the screens show for `O=C(c1ccoc1)N1CCN(c2cc(-c3ccco3)nc3cc(-c4ccccc4)nn23)CC1`?
CCHF vOTU inh: -43; FadD28 binding: -4.9; Anthrax LF prot: -3; BoNT A protease: -0.6; Yp Topo-I inh: 21; PrPC surface inh: -9; BoNT F protease: -5; TcdB GH inh: -0.9

How did CCN(CC)S(=O)(=O)c1ccc(N/N=C/c2ccc(O)cc2)nc1 do in these assays?
CCHF vOTU inh: 10; PfHsp40 rescue: -0.7; FadD28 binding: 0.3; Anthrax LF prot: 1; BoNT A protease: -0.2; Yp Topo-I inh: -10; PrPC surface inh: -5; BoNT F protease: 0; TcdB GH inh: 5.2

What do the screens show for `O=C(COc1ccc2ccccc2c1)Nc1nccs1`?
CCHF vOTU inh: -1; PfHsp40 rescue: -1.1; FadD28 binding: -4.5; Anthrax LF prot: 0; BoNT A protease: -0.2; Yp Topo-I inh: 3; PrPC surface inh: 1; BoNT F protease: -8; TcdB GH inh: 1.9

Results for Cn1c(=O)n(C)c(=O)n(CC(=O)N2CCCCC2)c1=O ?
CCHF vOTU inh: -3; PfHsp40 rescue: -1.7; FadD28 binding: -1.2; Anthrax LF prot: 1; BoNT A protease: 0.9; Yp Topo-I inh: -2; PrPC surface inh: -1; BoNT F protease: -1

What do the screens show for `c1ccc(-n2ncc(-c3nn[nH]n3)n2)cc1`?
CCHF vOTU inh: 4; PfHsp40 rescue: -0.7; FadD28 binding: -1.4; Anthrax LF prot: -11; BoNT A protease: -0.6; Yp Topo-I inh: -11; PrPC surface inh: 2; BoNT F protease: -6

Results for COc1ccc(CNC(=O)CCCC2=NS(=O)(=O)c3ccccc3N2)cc1 ?
CCHF vOTU inh: -13; PfHsp40 rescue: -0.9; FadD28 binding: -3.1; Anthrax LF prot: 4; BoNT A protease: -1.5; Yp Topo-I inh: 1; PrPC surface inh: 0; BoNT F protease: 0; TcdB GH inh: 0.6

What do the screens show for `O=C(N[C@@H](Cc1ccccc1)C(=O)N1CCN(S(=O)(=O)c2ccccc2F)CC1)c1ccco1`?
CCHF vOTU inh: -11; PfHsp40 rescue: -0.2; FadD28 binding: -1.4; Anthrax LF prot: -7; BoNT A protease: -0.5; Yp Topo-I inh: 29; PrPC surface inh: -2; BoNT F protease: -5; TcdB GH inh: 0.3

What do the screens show for `Cc1cccc(N2CC(C(=O)Nc3nnc(SCCN4CCOCC4)s3)CC2=O)c1` (stereo not given)?
CCHF vOTU inh: 19; PfHsp40 rescue: 1.5; FadD28 binding: -1.3; Anthrax LF prot: 4; BoNT A protease: -0.4; Yp Topo-I inh: 6; PrPC surface inh: -5; BoNT F protease: -13; TcdB GH inh: -0.1

What do the screens show for `CCOc1ccccc1N1C(=O)c2cccnc2C1=O`?
CCHF vOTU inh: 0; PfHsp40 rescue: 0.1; FadD28 binding: -2.4; Anthrax LF prot: 1; BoNT A protease: -1.2; Yp Topo-I inh: 0; PrPC surface inh: -5; BoNT F protease: -7; TcdB GH inh: -2.5

Results for NC(=O)C1CCN(c2nc(-c3cccs3)cs2)CC1 ?
PfHsp40 rescue: 1.6; FadD28 binding: 4.9; Anthrax LF prot: -2; BoNT A protease: 0.1; Yp Topo-I inh: 30; BoNT F protease: 4

Results for C=CCSc1nc(C)c2cc(C)cc(C)c2n1 ?
CCHF vOTU inh: 12; PfHsp40 rescue: 0.5; FadD28 binding: -3.1; Anthrax LF prot: 0; BoNT A protease: 0.7; Yp Topo-I inh: 2; PrPC surface inh: -2; BoNT F protease: 3

Results for O=C(CCS(=O)(=O)c1ccccc1)Nc1ccccn1 ?
CCHF vOTU inh: 9; PfHsp40 rescue: -0.3; FadD28 binding: -3.1; Anthrax LF prot: 2; BoNT A protease: 1.6; Yp Topo-I inh: -3; PrPC surface inh: -4; BoNT F protease: 4; TcdB GH inh: -0.1

How did Cc1ccc(-c2cc(C(F)F)nc(NCC3CCCO3)n2)cc1 (stereo not given) do in these assays?
CCHF vOTU inh: 6; PfHsp40 rescue: 7.2; FadD28 binding: 0.0; Anthrax LF prot: 3; BoNT A protease: 0.1; Yp Topo-I inh: 20; PrPC surface inh: 3; BoNT F protease: -6

How did CCC1(C)OC(=O)N(CCCn2ccnc2C)C1(C)O (stereo not given) do in these assays?
CCHF vOTU inh: -11; PfHsp40 rescue: -0.9; FadD28 binding: -2.0; Anthrax LF prot: 4; BoNT A protease: -0.3; Yp Topo-I inh: -5; PrPC surface inh: 3; BoNT F protease: -7

Results for CCCCn1c(N)c(N(CCC(C)C)C(=O)c2cc(Cl)nc3ccccc23)c(=O)[nH]c1=O ?
CCHF vOTU inh: -6; PfHsp40 rescue: -0.6; FadD28 binding: -1.5; Anthrax LF prot: 0; BoNT A protease: 0.4; Yp Topo-I inh: -6; PrPC surface inh: 0; BoNT F protease: 9; TcdB GH inh: -2.6

Results for Cc1c(C(=O)N/N=C/c2cccnc2)sc(=S)n1C ?
CCHF vOTU inh: -7; PfHsp40 rescue: 1.6; FadD28 binding: -1.5; Anthrax LF prot: -2; BoNT A protease: 0.6; Yp Topo-I inh: 0; PrPC surface inh: -5; BoNT F protease: -5

Results for COc1ccc(-c2oc3ccc(-c4ccc(OC)nc4)cc3c2-c2ccc(OC)cc2)cc1 ?
CCHF vOTU inh: 22; PfHsp40 rescue: 1.0; FadD28 binding: -3.6; Anthrax LF prot: -11; BoNT A protease: -0.3; Yp Topo-I inh: -5; PrPC surface inh: -2; BoNT F protease: -7; TcdB GH inh: -9.6

Results for Cc1ccc(C(=O)N/C(=C/c2cccs2)C(=O)NCc2ccco2)cc1 ?
CCHF vOTU inh: -6; PfHsp40 rescue: -1.2; FadD28 binding: -4.2; Anthrax LF prot: 4; BoNT A protease: -0.2; Yp Topo-I inh: -4; PrPC surface inh: 3; BoNT F protease: 10; TcdB GH inh: 0.8

What do the screens show for `CCN(C(=O)c1ccc(S(=O)(=O)N2CCCCC2)cc1)C1CCS(=O)(=O)C1` (stereo not given)?
CCHF vOTU inh: 1; PfHsp40 rescue: -0.5; FadD28 binding: 0.1; Anthrax LF prot: -5; BoNT A protease: -1.8; Yp Topo-I inh: 3; PrPC surface inh: -6; BoNT F protease: -4; TcdB GH inh: 3.5

What do the screens show for `O=C(NCc1ccccc1)c1ccc2c(c1)C(=O)N(Cc1cccnc1)C2=O`?
CCHF vOTU inh: -5; PfHsp40 rescue: -1.9; FadD28 binding: -3.0; Anthrax LF prot: 6; BoNT A protease: -0.4; Yp Topo-I inh: -6; PrPC surface inh: -5; BoNT F protease: -3; TcdB GH inh: 0.4

Results for CCOC(=O)C1=C(C)Nc2nnnn2C1c1cccc(OC)c1OC (stereo not given) ?
CCHF vOTU inh: -7; PfHsp40 rescue: -1.4; FadD28 binding: -4.3; Anthrax LF prot: 0; BoNT A protease: -1.8; Yp Topo-I inh: 0; PrPC surface inh: -4; BoNT F protease: -8

Results for COc1ccccc1N1CCN(C(=O)CNC(=O)Cn2cnc3sc(C)c(C)c3c2=O)CC1 ?
CCHF vOTU inh: -2; PfHsp40 rescue: -0.8; FadD28 binding: -0.4; Anthrax LF prot: -3; BoNT A protease: 0.6; Yp Topo-I inh: 2; PrPC surface inh: -9; BoNT F protease: -5; TcdB GH inh: 0.5

What do the screens show for `COc1ccc(CCN2C(=O)CC(C(N)=O)SC2=Nc2ccc(F)cc2)cc1OC` (stereo not given)?
CCHF vOTU inh: -13; PfHsp40 rescue: 1.4; FadD28 binding: 0.2; Anthrax LF prot: 1; BoNT A protease: 0.4; Yp Topo-I inh: -8; PrPC surface inh: 0; BoNT F protease: -4; TcdB GH inh: 1.3

Results for COC(=O)c1sccc1NC(=O)Nc1cccc([N+](=O)[O-])c1 ?
CCHF vOTU inh: 8; PfHsp40 rescue: -1.1; FadD28 binding: -3.9; Anthrax LF prot: 5; BoNT A protease: 12; Yp Topo-I inh: -14; PrPC surface inh: -1; BoNT F protease: 22; TcdB GH inh: 1.8

How did NS(=O)(=O)c1ccc(NC(=O)CN2CCCN(S(=O)(=O)c3ccc(F)cc3)CC2)cc1 do in these assays?
CCHF vOTU inh: 8; PfHsp40 rescue: 0.4; FadD28 binding: -0.1; Anthrax LF prot: 6; BoNT A protease: -0.2; Yp Topo-I inh: -4; PrPC surface inh: 1; BoNT F protease: -2; TcdB GH inh: 1.5

How did O=C(COc1ccc(Cl)cc1Cl)Nc1ccc(C(=O)Nc2ccccc2C(=O)O)cc1 do in these assays?
CCHF vOTU inh: 2; PfHsp40 rescue: -1.5; FadD28 binding: -6.5; Yp Topo-I inh: 18; PrPC surface inh: 1; TcdB GH inh: 0.9

What do the screens show for `CC(C)(C)OC(=O)N1CCc2onc(-c3ccc([N+](=O)[O-])cc3)c2C1=O`?
CCHF vOTU inh: 23; FadD28 binding: 0.2; Anthrax LF prot: -2; BoNT A protease: -0.3; Yp Topo-I inh: 1; PrPC surface inh: -25; BoNT F protease: 0; TcdB GH inh: 1.5

5 entries from above, ordered by molecular weight, lowest first:
Results for CCOC(=O)C1=C(C)Nc2nnnn2C1c1cccc(OC)c1OC (stereo not given) ?
CCHF vOTU inh: -7; PfHsp40 rescue: -1.4; FadD28 binding: -4.3; Anthrax LF prot: 0; BoNT A protease: -1.8; Yp Topo-I inh: 0; PrPC surface inh: -4; BoNT F protease: -8

Results for Cc1ccc(C(=O)N/C(=C/c2cccs2)C(=O)NCc2ccco2)cc1 ?
CCHF vOTU inh: -6; PfHsp40 rescue: -1.2; FadD28 binding: -4.2; Anthrax LF prot: 4; BoNT A protease: -0.2; Yp Topo-I inh: -4; PrPC surface inh: 3; BoNT F protease: 10; TcdB GH inh: 0.8

What do the screens show for `CCN(C(=O)c1ccc(S(=O)(=O)N2CCCCC2)cc1)C1CCS(=O)(=O)C1` (stereo not given)?
CCHF vOTU inh: 1; PfHsp40 rescue: -0.5; FadD28 binding: 0.1; Anthrax LF prot: -5; BoNT A protease: -1.8; Yp Topo-I inh: 3; PrPC surface inh: -6; BoNT F protease: -4; TcdB GH inh: 3.5

Results for COc1ccccc1N1CCN(C(=O)CNC(=O)Cn2cnc3sc(C)c(C)c3c2=O)CC1 ?
CCHF vOTU inh: -2; PfHsp40 rescue: -0.8; FadD28 binding: -0.4; Anthrax LF prot: -3; BoNT A protease: 0.6; Yp Topo-I inh: 2; PrPC surface inh: -9; BoNT F protease: -5; TcdB GH inh: 0.5

How did NS(=O)(=O)c1ccc(NC(=O)CN2CCCN(S(=O)(=O)c3ccc(F)cc3)CC2)cc1 do in these assays?
CCHF vOTU inh: 8; PfHsp40 rescue: 0.4; FadD28 binding: -0.1; Anthrax LF prot: 6; BoNT A protease: -0.2; Yp Topo-I inh: -4; PrPC surface inh: 1; BoNT F protease: -2; TcdB GH inh: 1.5

Assay outcomes (PubChem)
